# Screens: PubChem BioAssay, National Center for Advancing Translational Sciences (NCATS)
# IL2 activator – qHTS of IL-2 Activators | activation, % (series mostly up to about 46 µM) | actives 0.065% (n = 360,000) | IL-2 activation reporter assay, cell-based qHTS; stimulated with anti-CD3/CD4/CD28 beads; in transgenic mouse T cells; in the data active = activation above about 50%; inconclusive = mostly about 30% to 49%; note: 0% is about no effect
#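 Readout is EGFP and DsRed signal by fluorescent plate cytometry after 18 h at 37 degrees C. Transgenic mouse T cells (750/well) received compound for 60 min before bead stimulation (anti-CD3, anti-CD4, anti-CD28); memory T cells served as non-tolerant control.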
# EPAC2 agonist – qHTS for Agonist of cAMP-regulated guanine nucleotide exchange factor 4 (EPAC2): primary screen; EPAC2 activation, biochemical qHTS; response scale: 100% = 6.5 mM cAMP response; actives 0.079% (n = 360,000); Potency, µM (highest dose often 154 µM), without a hit: at the top dose activation, usual class: activators; AID 720711, 2013; Rap guanine nucleotide exchange factor 4 (Homo sapiens), Q8WZA2; note: potency is the fitted concentration of half-maximal effect; nearly all actives have a fitted effect of over 50% in size
#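 Guanine nucleotide exchange by EPAC2 is measured as reduced fluorescence of BODIPY-GDP once it is released from 250 nM Rap1B. Plates are read kinetically for 30 min at room temperature; results are scaled to 6.5 mM cAMP.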
# CCT modulator – High-Throughput Screening for Modulators of Cytosolic Chaperonin Activity; actives 0.3% (n = 360,000); activity change, % (no concentration beside the values), hits read low; purified chaperonin ATPase assay, HTRF ADP detection, 30 min; AID 651819, 2012; in the data active = activity change below about -30%; note: % is set by controls: 0 for no effect and ±100 for the full control effect
#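 We incubate TRiC, 40 or 20 nM final, with library compounds at 76 uM and 10 uM ATP for 30 min at 37 °C. ADP formed is detected with Transcreener HTRF reagents after 30 min at room temperature.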
# PLK1 PBD block – qHTS for Inhibitors of PLK1-PDB (polo-like kinase 1 - polo-box domain): Primary Screen. Serine/threonine-protein kinase PLK1 (Homo sapiens), P53350. Plk1 PBD binding of FITC phosphopeptide, fluorescence polarization. Potency, µM, inactives show max response, negative = inhibition, usual class: inhibitors. actives 2.8% (n = 360,000). AID 720504, 2013; note: potency is the fitted concentration of half-maximal effect; series mostly up to about 57 µM; % is set by controls: 0 for no effect and ±100 for the full control effect; nearly all actives have a fitted effect of over 65% in size
# Target sequence (P53350 whole entry, looked up, the tested form may be a part): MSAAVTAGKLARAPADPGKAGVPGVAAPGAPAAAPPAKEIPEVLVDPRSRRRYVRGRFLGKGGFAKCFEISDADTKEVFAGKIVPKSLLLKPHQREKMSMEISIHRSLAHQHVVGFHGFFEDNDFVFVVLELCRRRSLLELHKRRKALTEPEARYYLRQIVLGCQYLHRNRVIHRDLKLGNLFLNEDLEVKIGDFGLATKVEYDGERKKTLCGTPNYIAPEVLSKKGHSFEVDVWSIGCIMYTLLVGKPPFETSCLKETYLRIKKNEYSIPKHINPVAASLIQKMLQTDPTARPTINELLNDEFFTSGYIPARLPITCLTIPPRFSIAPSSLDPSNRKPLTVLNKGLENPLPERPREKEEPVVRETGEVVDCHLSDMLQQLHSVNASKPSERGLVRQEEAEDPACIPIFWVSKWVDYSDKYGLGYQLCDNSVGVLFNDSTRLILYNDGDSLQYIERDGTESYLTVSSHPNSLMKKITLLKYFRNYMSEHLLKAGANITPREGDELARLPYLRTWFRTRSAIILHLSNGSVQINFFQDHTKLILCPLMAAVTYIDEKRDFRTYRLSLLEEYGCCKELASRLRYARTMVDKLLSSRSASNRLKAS
# EPAC1 antag – qHTS for Antagonist of cAMP-regulated guanine nucleotide exchange factor 3 (EPAC1): primary screen; EPAC1 GEF assay, Rap1b-BODIPY-GDP exchange fluorescence; Rap guanine nucleotide exchange factor 3 (Homo sapiens), O95398; Potency, µM (series often up to 115 µM), for the others: top-dose activity change, negative = inhibition, hits mostly inhibitors; actives 0.14% (n = 360,000);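 note: potency is the fitted concentration of half-maximal effect; plate controls were vehicle for no effect and positive control for full effect; nearly all actives have a fitted effect of over 50% in size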
# PI5P4K alpha inh – qHTS for Inhibitors of phosphatidylinositol 5-phosphate 4-kinase (PI5P4K); Phosphatidylinositol 5-phosphate 4-kinase type-2 alpha (Homo sapiens), P48426; PI5P4Kalpha enzyme, ADP-Glo luminescence, 60 min; hits give low values; max response, %; actives 1.2% (n = 330,000); AID 652105, 2013; active = max response of -50% or lower; inconclusive = between -30% and -50%; inactive = -30% or higher; note: value at the top dose of about 77 µM; % is set by controls: 0 for no effect and ±100 for the full control effect
# Target sequence (P48426 whole entry, looked up): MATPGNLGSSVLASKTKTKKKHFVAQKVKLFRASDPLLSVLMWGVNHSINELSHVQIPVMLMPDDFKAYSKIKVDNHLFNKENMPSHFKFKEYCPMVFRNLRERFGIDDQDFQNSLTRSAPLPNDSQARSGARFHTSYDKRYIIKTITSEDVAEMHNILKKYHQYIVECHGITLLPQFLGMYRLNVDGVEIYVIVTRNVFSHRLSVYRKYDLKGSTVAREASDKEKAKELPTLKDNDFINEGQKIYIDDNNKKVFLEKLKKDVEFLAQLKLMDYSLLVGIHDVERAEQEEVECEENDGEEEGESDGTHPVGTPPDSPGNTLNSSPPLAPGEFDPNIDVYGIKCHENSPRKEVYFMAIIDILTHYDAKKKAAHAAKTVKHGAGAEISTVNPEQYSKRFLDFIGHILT
#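 Controls without substrate or without enzyme flank wells where PI5P4Kalpha converts substrate using 5 microM ATP (final). Incubation lasts 60 minutes at room temperature; ADP formed is read by ADP-Glo luminescence.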
# WRN helicase inh – qHTS for Inhibitors of WRN Helicase; WRN helicase unwinding, fluorescent forked duplex, kinetic; Bifunctional 3'-5' exonuclease/ATP-dependent helicase WRN (Homo sapiens), Q14191; Potency, µM (highest dose often 114 µM), for inactives: top-dose activity change, negative = inhibition, hits mostly inhibitors; actives 0.46% (n = 360,000); note: potency is the fitted concentration of half-maximal effect; % is set by controls: 0 for no effect and ±100 for the full control effect; nearly all actives have a fitted effect of over 55% in size
#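 WRN at 20 nM final preincubated with compound 15 min at room temperature; reaction started with 100 nM fluorophore/quencher forked duplex oligonucleotide and 2 mM ATP final. Unwinding followed kinetically by red fluorescence (ex 525, em 598 nm).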
# EPAC1 agonist – qHTS for Agonist of cAMP-regulated guanine nucleotide exchange factor 3 (EPAC1): primary screen; EPAC1 agonist qHTS, biochemical assay; response scale: 100% = response to 6.5 mM cAMP; AID 720707, 2013; Potency, µM (top dose mostly 154 µM), for the others: at the top dose activation, hits mostly activators; actives 0.073% (n = 360,000); note: potency is the fitted concentration of half-maximal effect; nearly all actives have a fitted effect of over 60% in size
#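 Normalized to 6.5 mM cAMP, activity reflects EPAC1-catalysed release of BODIPY-GDP from Rap1B, followed kinetically over 30 min at 480 nm excitation, 540 nm emission. Reaction contained 100 nM EPAC1, 250 nM Rap1B-BODIPY-GDP, 50 uM GDP.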
# Active calls of the source: *; ? = inconclusive; / = no result given; [ ] = another dose, or the depositor's remark. Unless noted, calls come from the whole dose curve; as a rule, active = well fitted curve in the direction sought with a large enough effect; inconclusive = small, poorly fitted or top-dose-only effect, or another doubt; inactive = no such curve, though single readings can be large; an effect the other way counts as inactive or inconclusive.
# Preview, two compounds:
# Every second line gives: EPAC1 agonist	PLK1 PBD block	EPAC2 agonist	IL2 activator	EPAC1 antag	CCT modulator	WRN helicase inh	PI5P4K alpha inh
- Cc1ccc(N=Nc2c(C)[nH]n(-c3ccccc3)c2=O)c(C)c1
  -0.3%	8.44µM*	5.4%	13.4	-19.0%	-0.9	-1.6%	?
- CCCCC(=O)Nc1ccc2oc(-c3cccnc3)nc2c1
  -12.9%	-0.3%	0.4%	2.2	-12.2%	-13.1	-7.1%	6.4

# All compounds of this part, repeating the preview:
# Every second line gives: EPAC1 agonist	PLK1 PBD block	EPAC2 agonist	IL2 activator	EPAC1 antag	CCT modulator	WRN helicase inh	PI5P4K alpha inh
- Cc1ccc(N=Nc2c(C)[nH]n(-c3ccccc3)c2=O)c(C)c1
  -0.3%	8.44µM*	5.4%	13.4	-19.0%	-0.9	-1.6%	?
- CCCCC(=O)Nc1ccc2oc(-c3cccnc3)nc2c1
  -12.9%	-0.3%	0.4%	2.2	-12.2%	-13.1	-7.1%	6.4
- COc1cc(CNc2ccccc2SC)ccc1O
  20.7%	?	13.2%	-2.5	-17.8%	-1.9	0.0%	/
- O=C(c1ccc(-c2ccccc2)cc1)N1CCN(Cc2ccccn2)CC1
  0.3%	-6.9%	-84.0%[15.6 µM]	-0.7	-6.7%	-2.2	0.3%	-11.0
- Cc1ccsc1/C=N/NC(=O)CNC(=O)c1ccco1
  2.9%	-5.5%	7.7%	-2.8	4.1%	-1.5	-4.4%	0.9
- CCc1ccc2nc(N(CCCN(C)C)C(=O)c3ccc(S(=O)(=O)N4CCc5ccccc5C4)cc3)sc2c1
  -8.2%	-3.1%	14.3%	-0.8	-7.5%	-7.1	2.8%	-6.5
- COc1cc(C)c(CN2CCN(CC(=O)Nc3ccccc3C(=O)NC3CC3)CC2)cc1OC
  -3.3%	-0.4%	8.3%	0.2	-7.6%	-0.5	7.0%	-1.2
- CCN(CC)C(=O)c1cccc(-c2csc(C(C)(O)c3ccc(OC)cc3)n2)c1 (stereo not given)
  -2.8%	-6.7%	14.0%	-0.8	6.0%	-0.3	-6.0%	-0.6
- CCOc1ccccc1NC(=O)CCNS(=O)(=O)c1ccccc1
  7.7%	-5.9%	3.3%	-1.3	-0.5%	0.7	-0.8%	2.3
- CCS(=O)(=O)n1nc(-c2ccco2)nc1N
  10.3%	-26.5%	7.7%	0.6	-6.0%	2.1	-1.8%	1.4
- COc1ccccc1N1CCN(C(CNS(=O)(=O)c2cccs2)c2cccnc2)CC1 (stereo not given)
  10.4%	-5.8%	13.2%	-2.5	7.6%	0.0	1.4%	-3.5
- O=C(Nc1c(S(=O)(=O)c2ccccc2)csc1Br)c1ccccc1Cl
  4.7%	-5.6%	14.7%	-2.4	-8.6%	-1.9	10.1%	3.8
- O=C(CNC(=O)Cc1ccccc1)NCC(=O)OCC(=O)c1cccc2ccccc12
  1.1%	-8.1%	1.5%	-3.3	-3.3%	-0.3	0.2%	1.9
- COc1nn(CC(=O)N2N=C(C)CC2(O)C(F)(F)F)cc1[N+](=O)[O-] (stereo not given)
  0.0%	-1.5%	-1.9%	1.2	-23.7%	0.5	-0.9%	/
- COCCN(C)Cc1cn(-c2ccc(F)cc2F)nc1-c1ccccc1C
  1.8%	-13.1%	10.9%	0.4	14.8%	-2.0	-0.3%[57.1 µM]	14.6
- COc1ccc(CCNC(=O)CCSCc2ccccc2F)cc1OC
  -2.1%	-6.0%	3.6%	0.4	-5.4%	-3.8	-1.1%	8.6
- Cc1cc(=O)oc2cc(OC(C)C(=O)NCCc3ccc(S(N)(=O)=O)cc3)ccc12 (stereo not given)
  3.3%	-22.2%	3.8%	-1.7	-14.6%	-2.2	6.3%	2.1
- CCC1(C)Cc2c(sc3nc(SCC(=O)O)[nH]c(=O)c23)CO1 (stereo not given)
  1.2%	-5.8%	2.5%	-1.6	-4.8%	-0.7	-9.0%	/
- Cc1ccc(CS(=O)Cc2ccc(C(=O)NCCCc3ccccc3)o2)cc1 (stereo not given)
  6.0%	3.0%	0.9%	-2.1	8.3%	-0.3	4.2%	2.3
- Cn1c(NC(=O)/C=C/c2ccccc2)cc(=O)n(C)c1=O
  -6.8%	0.0%	-10.9%	-0.1	16.3%	-1.1	-2.4%	-5.5
- NCC(c1ccco1)c1c[nH]c2ccccc12 (stereo not given)
  10.0%	0.7%	-4.4%	0.2	22.7%	-1.5	4.1%	-12.7
- O=C(CCc1ccccc1)NCC1OCCc2ccccc21 (stereo not given)
  2.8%	-5.0%	-2.1%	2.1	-3.3%	1.4	-4.7%	-3.2
- CCN1CCN(c2cc(C)c3cc(NC(=O)c4ccc(C)c(C)c4)ccc3n2)CC1
  -0.2%	0.0%	1.3%	-0.5	18.5%	0.2	0.1%	-3.5
- Cc1ccc(CS(=O)(=O)CCC(=O)NCCc2ccccc2)cc1
  0.7%	4.4%	7.2%	-5.4	-1.2%	-2.8	3.2%	-3.2
- COC(=O)CSC(=S)N1C(C)CCCC1C (stereo not given)
  5.4%	-8.1%	9.1%	-0.4	-12.2%	-0.9	2.2%	1.7
- CCCc1[nH]nc2c1C(c1ccc(OCCN3CCOCC3)c(OCC)c1)C(C#N)=C(N)O2 (stereo not given)
  -1.2%	-8.4%	-0.5%	-1.6	-4.6%	0.8	1.6%	/
- CCN(CC)C(=O)CSCC(=O)Nc1ccccc1
  5.6%	2.4%	7.3%	1.8	-2.7%	-1.2	-6.7%[57.1 µM]	/
- COC(=O)CSc1nc(C2CC2)nc2ccccc12
  5.9%	-6.1%	15.6%	0.5	8.0%	-3.3	-5.6%	/
- Cc1cccc(-n2c(C)nc3cc(C(=O)NCC4CCCO4)ccc32)c1 (stereo not given)
  -3.1%	?	1.9%	-4.5	4.2%	1.2	0.4%	-5.2
- Cc1ccc2c(CSc3nc4ccccc4c(=O)n3CCCO)cc(=O)oc2c1
  -2.9%	-6.7%	-0.2%	-0.8	-8.1%	-2.5	-6.1%	1.6
- CS(=O)(=O)Nc1ccc(C(=O)Nc2ccccc2-c2ccccc2)cc1
  -0.5%	-2.8%	14.3%	-0.2	-4.1%	0.8	-1.0%	1.7
- Clc1cccc(N2CCN(c3nnnn3-c3ccccc3)CC2)c1
  9.5%	-10.4%	17.9%	-2.1	?	-0.5	-0.5%	-0.5
- CCOC(=O)N1CCN(CC(O)COc2ccccc2C(C)(C)C)CC1 (stereo not given)
  -10.5%	-6.7%	-0.3%	-2.3	-19.1%	1.4	-7.3%	2.0
- COc1cccc(CNC(=O)CCS(=O)(=O)c2cc3c(cc2C)NC(=O)CO3)c1
  -3.3%	-1.0%	0.3%	-2.0	-22.3%	1.6	9.9%	-7.8
- Cc1ccc(C)c(N2CCN(C(=O)CCNS(=O)(=O)c3ccc4c(c3)oc(=O)n4C)CC2)c1
  11.5%	-4.9%	8.5%	0.0	8.1%	2.6	-4.7%	-0.6
- CCOc1ccc(CCNC(=O)Nc2ccccc2C)cc1OCC
  -12.6%	-14.6%	-4.1%	1.0	-1.6%	0.8	5.3%	-2.0
- C=CCSc1nnc(-c2cc(Br)ccc2N)c(=O)[nH]1
  -6.1%	-11.0%	8.9%	3.6	-3.2%	-3.0	-0.6%	-0.4
- COC(=O)c1ccc2c(=O)sc(N3CCC(C(N)=O)CC3)nc2c1
  1.8%	-25.4%	3.4%	-0.5	-16.6%	-0.9	0.0%	-4.1
- CC(C)CCN1C(=O)CSCC1(C)C(=O)NCc1ccccc1 (stereo not given)
  7.4%	-11.0%	-0.7%	0.0	-2.3%	/	5.2%	-3.2
- N/C(=N\OC(=O)Cc1ccccc1)c1cccnc1
  3.1%	-0.5%	7.0%	-2.3	-5.3%	-1.2	-5.1%	/
- CCOC(=O)N1CCC(=NNC(N)=O)C1
  -12.0%	0.7%	7.1%	-1.9	4.7%	-1.1	4.1%	-8.7
- Cc1cc(Cl)c2oc(C(=O)N(C)C3CCOC3)c(C)c2c1 (stereo not given)
  -12.4%	3.36µM*	-0.2%	-4.3	?	-0.8	-7.1%	-22.5
- COc1ccc(CCNC(=O)CN(c2ccc(OC)c(OC)c2)S(=O)(=O)c2ccccc2)cc1OC
  13.1%	-12.0%	1.3%	0.8	-27.6%	-1.1	-5.3%	-2.1
- Cc1nc2nc(COc3ccccc3)[nH]n2c(=O)c1C
  -1.0%	1.2%	-0.3%	-0.9	3.6%	-1.2	1.0%	-4.5
- O=C(C1CC(=O)N(c2ccc(F)cc2)C1)N1CCN(c2ccccc2)CC1 (stereo not given)
  -1.7%	18.9µM*	-5.4%	2.0	-12.8%	-1.4	-7.7%	-6.5
- C[C@H](NC(=O)[C@@H]1CSC2c3ccccc3C(=O)N21)C(=O)NC1CCCC1 (stereo not given in full)
  5.1%	-10.4%	5.6%	2.3	10.9%	0.1	-6.7%	0.3
- Nc1ccc(C(=O)OCC(=O)NC(=O)c2ccccc2)cc1[N+](=O)[O-]
  -3.3%	-2.0%	-7.1%	-1.0	16.7%	-4.6	1.8%	-11.5
- Cc1cc(OCC(=O)NCC(C)C)cc(C)c1Br
  4.4%	-1.2%	7.8%	-2.2	-1.1%	-3.0	-3.1%	0.1
- CCOc1ccc(/C=N/NC(=O)CSc2ccccn2)cc1O
  -1.4%	-2.2%	3.6%	0.6	2.1%	-1.3	-1.7%	-3.1
- COc1ccc2c(=O)cc(-c3cccnc3)oc2c1OC
  -9.6%	?	-1.3%	-1.9	-7.1%	-1.0	-0.9%	1.0
- CC(Sc1nc2cc(Cl)ccc2s1)C(=O)Nc1ccc2c(c1)OCO2 (stereo not given)
  0.8%	-3.8%	3.4%	-2.9	-12.5%	-0.6	-5.1%	-19.5
- Cc1ccccc1NC1=C(Cl)C(=O)N(C2CCCCC2)C1=O
  7.6%	-19.9%	9.7%	-2.5	?	-0.3	-3.0%	16.8

# This is a subset; the hit share may differ from the screen's.
